# Bioassay records from PubChem BioAssay.
# Tcruzi prolif: T. cruzi intracellular proliferation inhibitors, primary screen, cell-based, beta-gal Tulahuen parasites, NIH3T3 host, luminescence; inhibition, % at 8.34 µM; T. cruzi beta-gal in NIH3T3, GalScreen luminescence, 90 h; 77,000 compounds, 5.9% hits;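 active = mean inhibition above about 93%, with at least 55% of replicates each passing it, limit read from the data, passing the limit was not always enough; inconclusive = only one of those two conditions holds; inactive = neither condition holds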
# GASC1 inh: inhibitors of GASC-1 (KDM4C) histone demethylase, primary screen, biochemical, single concentration HTS; inhibition, % at 12.5 µM; Lysine-specific demethylase 4C (Homo sapiens), Q9H3R0; 96,000 compounds, 0.15% hits; GST-KDM4C 2-372, H3K9me3 peptide, LANCE TR-FRET;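 active = mean replicate inhibition above about 25%, with at least 55% of replicates also reaching it, limit read from the data, passing the limit was not always enough; inconclusive = only one of those two conditions met; inactive = neither condition met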
# Target sequence (Q9H3R0 2-372 limits assumed): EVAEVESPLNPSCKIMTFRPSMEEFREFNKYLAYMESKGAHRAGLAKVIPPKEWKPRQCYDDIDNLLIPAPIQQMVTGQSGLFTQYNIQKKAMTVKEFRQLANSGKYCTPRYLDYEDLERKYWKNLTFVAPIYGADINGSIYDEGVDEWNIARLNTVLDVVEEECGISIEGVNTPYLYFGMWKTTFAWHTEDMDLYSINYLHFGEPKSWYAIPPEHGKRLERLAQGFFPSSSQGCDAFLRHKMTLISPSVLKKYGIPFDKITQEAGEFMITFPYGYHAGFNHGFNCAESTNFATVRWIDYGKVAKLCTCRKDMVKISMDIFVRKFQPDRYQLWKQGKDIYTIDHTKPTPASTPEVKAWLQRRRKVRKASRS
#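 Compound: one test concentration per compound; Material: GST-GASC-1 enzyme fragment 2-372; Amount: GASC-1 enzyme at 10 nM final in reaction; Also added: H3K9me3 peptide substrate, Fe(II), 2-oxoglutarate; Technique: LANCE TR-FRET; Times: 30 min demethylation and 1 h detection at room temperature.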
# C diff HTS: C. difficile growth inhibitors, primary screen, HTS; Clostridium difficile clinical isolate growth, OD600, 24 h; active compounds read low; growth activity, negative = inhibition, % at 16 µg/mL (by protocol); 86,000 compounds, 0.25% hits; AID 1259249, 2017;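 active = mean growth activity at or below -80% and every replicate also at or below -80%; inconclusive = mean at or below -80% but some replicate above -80%; inactive = mean growth activity above -80%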;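 note: 0% = DMSO wells and -100% = levofloxacin 16 µg/mL wells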
# Pf Dd2 inh: P. falciparum Dd2 growth inhibitors, primary screen, SYBR Green fluorescence, single dose replicates; 94,000 compounds, 2.3% hits; AID 1159554, 2015; activity change, % at 10 µM; 72 h; active compounds read low; in the data active = activity change below about -80%; inconclusive = no clear call, values can overlap the other calls
# An asterisk follows results filed as active; ? = inconclusive; . = no result given; & = joins results of further samples.
# Every second line gives: Tcruzi prolif	GASC1 inh	C diff HTS	Pf Dd2 inh
O=C(C[C@@H]1C[C@H]2c3cc(NC(=O)C4CCC4)ccc3O[C@H]2[C@@H](CO)O1)NCc1ccc(Cl)cc1
 : -11.2	-1.0	-0.9	-14.3
Cc1ccc(-c2ccc([C@@H]3[C@H](CO)N4C(=O)CN(C(=O)CN5CCOCC5)C[C@@H]34)cc2)cc1
 : .	-1.3	-13.5	-49.7
Fc1ccccc1CN1[C@@H]2CNC[C@H]1C2c1ccc(-c2ccccc2)cc1 (some centres not stated)
 : .	1.7	-7.9	2.2
Cc1cccc(-c2ccc([C@@H]3[C@@H](CO)N4C(=O)CN(S(=O)(=O)c5cccc(F)c5)C[C@@H]34)cc2)c1
 : .	-1.8	45.6	-16.0
CO[C@H]1CN(C)C(=O)c2ccc(NC(C)=O)cc2OC[C@H](C)N(C(=O)C2CCOCC2)C[C@H]1C
 : -38.9	1.3	.	-5.4
CNC(=O)C[C@@H]1CC[C@H]2[C@@H](COC[C@H](O)CN2S(=O)(=O)c2ccc(Oc3ccccc3)cc2)O1
 : 22.0	0.4	0.6	-9.3
CO[C@@H]1CN(C)C(=O)c2cc(NC(=O)Nc3ccc4c(c3)OCO4)ccc2OC[C@H](C)NC[C@H]1C
 : .	2.7	.	13.1
CCC(=O)Nc1ccc2c(c1)C(=O)N(C)C[C@H](OC)[C@H](C)CN(C(=O)CN(C)C)[C@@H](C)CO2
 : -21.3	1.8	.	.
CC(C)NC(=O)Nc1ccc2c(c1)C(=O)N(C)[C@H]1CC[C@@H](CC(=O)NCC3CCCCC3)O[C@H]1CO2
 : 15.8	-0.6	-1.9	-24.1
CO[C@@H]1CN(C)C(=O)c2ccc(NC(=O)C3CC3)cc2OC[C@@H](C)N(C(=O)c2cnccn2)C[C@@H]1C
 : .	-1.8	1.3	33.9
CCCC#Cc1cnc2c(c1)C(=O)N([C@@H](C)CO)C[C@H](C)[C@H](CN(C)Cc1ccc(C(=O)O)cc1)O2
 : 14.5	-3.0	-5.7	-6.7
COc1ccccc1-c1ccc2c(c1)O[C@H](CN(C)C(=O)c1ccccc1)[C@@H](C)CN([C@H](C)CO)S2(=O)=O
 : 61.5	8.2	-5.7	-42.4
Cc1noc(C)c1NC(=O)N(C)C[C@H]1Oc2cc(C#CCN(C)C)ccc2S(=O)(=O)N([C@H](C)CO)C[C@H]1C
 : 31.5	3.4	-1.3	29.6
CC(C)NC(=O)Nc1cccc2c1O[C@@H](CN(C)C(=O)Nc1cccc3ccccc13)[C@@H](C)CN([C@@H](C)CO)C2=O
 : 15.1	3.3	-9.0	-18.1
CCCN(C)C[C@@H]1Oc2cc(C#Cc3ccc(F)cc3)ccc2S(=O)(=O)N([C@@H](C)CO)C[C@@H]1C
 : 85.4*	2.7	21.1	-63.9
C[C@H](CO)N1C[C@H](C)[C@H](CN(C)S(=O)(=O)c2cccs2)Oc2c(NC(=O)c3ccc(-c4nccs4)cc3)cccc2C1=O
 : 21.8	-4.4	-5.0	-25.1
CC=Cc1ccc2n(c1=O)C[C@H]1[C@H](CO)[C@@H](C(=O)N3CCc4ccccc4C3)N(C(=O)COC)[C@@H]21 (mixture of isomers)
 : .	-1.2	0.3	16.7
C[C@@H]1CN([C@H](C)CO)S(=O)(=O)c2ccc(C#Cc3ccccc3)cc2O[C@H]1CN(C)C(=O)Cc1ccccn1
 : ?	-0.3	-13.8	?
COCC(=O)Nc1ccc2c(c1)OC[C@@H](C)N(Cc1ccccc1C(=O)O)C[C@@H](C)[C@H](OC)CN(C)C2=O
 : 32.7	1.5	-1.8	12.7
O=S(=O)(c1ccccc1)N1CC[C@@H]2[C@@H](CO)Nc3ccc(-c4ccccc4F)cc3[C@@H]21
 : ?	3.4	45.1	16.3
C[C@@H]1CN([C@@H](C)CO)C(=O)Cc2cc(NC(=O)C3CCCCC3)ccc2O[C@H]1CN(C)CC1CCCCC1
 : 15.3	-1.8	-5.6	-24.9
C[C@@H]1CN([C@@H](C)CO)C(=O)Cc2cc(NC(=O)Nc3ccc(C(F)(F)F)cc3)ccc2O[C@@H]1CN(C)CC1CCCCC1
 : 22.6	5.7	35.0	-5.2
CN1C(=O)c2cc(NC(=O)C3CCCCC3)ccc2OC[C@@H]2O[C@@H](CC(=O)NC3CCCC3)CC[C@@H]21
 : 10.3	2.2	-0.3	3.1
N#Cc1ccc(-c2ccc(C3[C@@H]4CN(C(=O)C5CCCC5)C[C@H]3N4)cc2)cc1 (some centres not stated)
 : .	-0.9&-3.3	2.5&9.8	-80.8*
COc1ccccc1S(=O)(=O)N1CC[C@@H]2[C@H](CO)N(C)c3ccc(C#Cc4cccc(F)c4)cc3[C@@H]21
 : 42.2	-0.4	-4.2	-42.6
O=C(CC1CC1)N1[C@@H](CO)[C@H](c2ccccc2)C12CN(Cc1ccncc1)C2
 : .	1.4	-0.6	-33.7
O=C(c1cnccn1)N1CC(=O)N2[C@@H](CO)[C@H](c3ccc(C4=CCCCC4)cc3)[C@@H]2C1
 : .	0.9	-4.5	17.0
O=C(C[C@H]1C[C@H]2c3cc(NC(=O)Nc4ccccc4)ccc3O[C@H]2[C@@H](CO)O1)NCc1ccncc1
 : 35.9	0.0	.	-5.7
C[C@H]1CN([C@@H](C)CO)C(=O)c2cc(NC(=O)c3ccncc3)ccc2O[C@H]1CN(C)C(=O)NC1CCCCC1
 : .	-1.7	-1.6	11.2
C[C@@H]1CN([C@H](C)CO)C(=O)c2cccc(NC(=O)Nc3cccc4ccccc34)c2O[C@@H]1CN(C)Cc1ccc2c(c1)OCO2
 : 4.1	7.9	-5.3	-39.2
COC(=O)c1ccc(CN2CC(=O)N3[C@H](CO)[C@H](c4ccc(-c5ccccc5F)cc4)[C@@H]3C2)cc1
 : .	-3.3	0.6	-13.7
C[C@H](CO)N1C[C@H](C)[C@H](CN(C)Cc2ccccc2)Oc2ccc(NC(=O)Cn3cnnn3)cc2C1=O
 : -9.6	-0.3	-2.0	0.6
COC(=O)c1ccc(CN2CC(=O)N3[C@@H](CO)[C@H](c4ccc(Br)cc4)[C@@H]3C2)cc1
 : .	0.2	42.9	-3.3
COc1ccc(S(=O)(=O)Nc2ccc3c(c2)CC(=O)N([C@@H](C)CO)C[C@H](C)[C@H](CN(C)Cc2ccc(C(=O)Nc4ccccc4N)cc2)O3)cc1
 : .	2.0	-0.2	-78.8
C[C@@H]1CN([C@@H](C)CO)C(=O)c2cccc(NS(=O)(=O)c3ccccc3)c2O[C@@H]1CN(C)CC1CCCCC1
 : 48.9	0.8	1.4	-37.3
CO[C@@H]1CN(C)C(=O)c2cc(NC(C)=O)ccc2OC[C@H](C)N(C(=O)c2ccccc2F)C[C@@H]1C
 : -21.7	0.7	.	-25.1
CNC(=O)C[C@@H]1CC[C@@H]2[C@@H](COc3ccc(NC(=O)c4ccccc4OC)cc3C(=O)N2C)O1
 : 27.2	-0.3	3.3	1.9
O=C(c1cccnc1)N1CC2(C1)[C@H](c1ccccc1)[C@@H](CO)N2C(=O)c1cccnc1
 : .	1.0	4.8	32.4
C[C@H]1CCCCO[C@@H](CN(C)Cc2ccncc2)[C@@H](C)CN([C@@H](C)CO)C(=O)c2cc(NC(=O)NC3CCCCC3)ccc2O1
 : 19.2	-1.9	-1.6	.
C[C@@H]1CCCCO[C@H](CN(C)C)[C@@H](C)CN([C@@H](C)CO)C(=O)c2cc(NC(=O)c3ccncc3)ccc2O1
 : -16.1	2.2	-2.8	19.4
COc1ccc(S(=O)(=O)Nc2ccc3c(c2)C(=O)N([C@H](C)CO)C[C@H](C)[C@@H](CN(C)C(=O)Nc2c(C)noc2C)OCCCC[C@H](C)O3)cc1
 : -12.5	.	-12.0	9.0
CCN1[C@@H]2Cn3c(ccc(-c4cccc(F)c4)c3=O)[C@H]1[C@@H](C(=O)NCCCN(C)C)[C@@H]2CO
 : 50.4	-0.2	0.7	.
COc1ccc(S(=O)(=O)Nc2ccc3c(c2)CC(=O)N([C@H](C)CO)C[C@H](C)[C@H](CN(C)S(=O)(=O)c2ccc(C)cc2)O3)cc1
 : 17.5	3.4	5.0	-86.3*
CCCN1C[C@H](C)[C@@H](OC)CN(C)C(=O)c2cc(NC(=O)c3ccc(F)cc3)ccc2OC[C@@H]1C
 : -7.7	-0.7	.	-38.5
C[C@H](CO)N1C[C@H](C)[C@@H](CN(C)C(=O)Nc2ccc3c(c2)OCO3)Oc2ccc(NC(=O)Nc3ccc(C(F)(F)F)cc3)cc2CC1=O
 : .	-2.5	4.5	-93.0*
CC(C)CC#Cc1cnc2c(c1)C(=O)N([C@@H](C)CO)C[C@@H](C)[C@H](CN(C)C(=O)Nc1ccccc1F)O2
 : .	0.1	-10.2	-31.6
Cc1noc(C)c1S(=O)(=O)Nc1ccc2c(c1)CC(=O)N([C@H](C)CO)C[C@@H](C)[C@H](CN(C)S(=O)(=O)c1ccc(F)cc1)O2
 : -0.6	-0.8	-3.7	20.6
O=C(N[C@@H]1CC[C@H](CCn2cc(-c3ccccc3)nn2)O[C@H]1CO)c1cnccn1
 : 20.6	-0.7	-3.1	3.1
CCCNC(=O)N(C)C[C@@H]1Oc2ncc(C#C[C@H](C)O)cc2C(=O)N([C@@H](C)CO)C[C@H]1C
 : 7.9	0.3	0.5	20.8
C[C@@H]1CN([C@@H](C)CO)S(=O)(=O)c2ccc(C3=CCCC3)cc2O[C@@H]1CN(C)C(=O)c1ccc(F)cc1
 : .	1.4	0.5	13.5

# Reprinted at random: 2 records from the list.
# Every second line gives: Tcruzi prolif	GASC1 inh	C diff HTS	Pf Dd2 inh
COc1ccc(S(=O)(=O)Nc2ccc3c(c2)CC(=O)N([C@H](C)CO)C[C@H](C)[C@H](CN(C)S(=O)(=O)c2ccc(C)cc2)O3)cc1
 : 17.5	3.4	5.0	-86.3*
COc1ccc(S(=O)(=O)Nc2ccc3c(c2)C(=O)N([C@H](C)CO)C[C@H](C)[C@@H](CN(C)C(=O)Nc2c(C)noc2C)OCCCC[C@H](C)O3)cc1
 : -12.5	.	-12.0	9.0

# Other records:
# Every second line gives: Tcruzi prolif	GASC1 inh	C diff HTS	Pf Dd2 inh
COc1ccc2c3c(n(C)c2c1)[C@@H](CO)N(Cc1ccc2c(c1)OCO2)CC31CN(C(C)=O)C1
 : .	0.2	-5.1	3.7
CN1C(=O)c2cc(NS(C)(=O)=O)ccc2OC[C@@H]2O[C@H](CC(=O)NCc3ccc(-c4ccccc4)cc3)CC[C@H]21
 : 22.9	1.5	14.7	.
COc1ccc(CN(C)C[C@@H]2Oc3ccc(N(C)C)cc3CC(=O)N([C@H](C)CO)C[C@H]2C)cc1
 : .	2.4	0.4	4.3
CO[C@H]1CN(C)C(=O)c2cc(NC(=O)NC3CCCC3)ccc2OC[C@H](C)NC[C@H]1C
 : .	-0.7	-0.8	26.7
CC(=O)Nc1ccc2c(c1)C(=O)N(C)[C@H]1CC[C@@H](CC(=O)N3CCc4ccccc4C3)O[C@H]1CO2
 : 3.5	2.0	-3.3	-12.1
CS(=O)(=O)N1C[C@@H](O)COC[C@H]2O[C@@H](CC(=O)NCc3ccc(-c4ccccc4)cc3)CC[C@@H]21
 : 36.9	-1.1	-4.2	-6.7
C[C@H](CO)N1C[C@H](C)[C@H](CN(C)Cc2ccccn2)Oc2ncc(C3=CCCC3)cc2C1=O
 : -173.6	2.5	-2.0	13.5
C[C@H]1CN([C@@H](C)CO)C(=O)c2cc(NC(=O)NC3CCCCC3)ccc2O[C@@H]1CN(C)S(=O)(=O)c1ccccc1
 : .	-1.1	-5.6	1.7
CCNC(=O)C[C@H]1CC[C@@H]2[C@@H](COc3ccc(NC(=O)Nc4cccc(F)c4)cc3C(=O)N2C)O1
 : -6.1	-1.9	-0.2	-3.8
COc1ccc(NC(=O)N(C)C[C@@H]2Oc3ccc(NC(=O)Nc4c(C)noc4C)cc3CC(=O)N([C@H](C)CO)C[C@H]2C)cc1
 : 0.8	0.5	-1.6	36.0
CCCN1[C@@H]2c3cccc(=O)n3C[C@@H]2[C@@H](CO)[C@@H]1C(=O)N[C@@H](C)c1ccccc1
 : .	18.6	1.4	-14.1
N#Cc1cccc(-c2ccc(C3[C@@H]4CN(Cc5ccccc5F)C[C@H]3N4)cc2)c1 (some centres not stated)
 : .	0.9&-3.4	-11.2&-18.6	-1.1&-40.7
COc1ccc(S(=O)(=O)N(C)C[C@@H]2OCCCC[C@@H](C)Oc3ccc(N(C)C)cc3C(=O)N([C@H](C)CO)C[C@@H]2C)cc1
 : 55.9	-1.7	-1.2	-19.8
C[C@@H]1CN([C@H](C)CO)C(=O)c2cccc(NS(=O)(=O)c3cn(C)cn3)c2O[C@H]1CN(C)Cc1ccc(C(F)(F)F)cc1
 : 35.9	1.1	-2.9	-6.9
C[C@@H]1CN([C@H](C)CO)C(=O)c2cc(C#CCC3CCCC3)cnc2O[C@H]1CN(C)S(=O)(=O)c1cccs1
 : .	-0.8	2.6	-22.0
C[C@H](CO)N1C[C@H](C)[C@@H](CN(C)Cc2ccc3c(c2)OCO3)Oc2c(NS(=O)(=O)c3cn(C)cn3)cccc2C1=O
 : -155.3	-0.1	1.8	56.8
